Screening data deposited in PubChem BioAssay by several laboratories.
G6PDH counter: inhibits Leuconostoc G6PDH, flagging false hits in G6PDH-based assays; 200,000 compounds, 0.12% hits; inhibition, % at 5 µM; Purified L. mesenteroides G6PDH, diaphorase/resazurin coupled fluorescence, 45 min; AID 1020; in the data active = inhibition above about 50%
STAT1 blocker: reduces IFN-gamma driven STAT1 reporter signal; AID 920; 200,000 compounds, 0.35% hits; NIH 3T3 STAT1-luciferase reporter, luminescence; inhibition, % at 5.5 µM;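 active = inhibition above a set limit, the mean inhibition across all tested compounds plus 3 SD, cut at about 34% in these data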;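 also: 0% = IFN-gamma with DMSO and 100% = IFN-gamma with 300 µM nifuroxazide; values of inactives mirror those of a sister screen read the other way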
STAT3 act: increases IL-6 driven STAT3 reporter signal | U3A cells, IL-6 STAT3-luciferase reporter, luminescence; 100% = signal with IL-6 EC80 alone | activation (% of control), % at 5.6 µM | 190,000 compounds, 0.91% hits | AID 871;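 active = activation above the screen-wide mean of compound activation plus 3 SD, cut at about 130% in these data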;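 also: 0% = background luminescence of wells with medium and substrate only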
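Material: STAT1-lacking human U3A cells, STAT3 luciferase reporter | Benchmarks: IL-6-only wells as 100% reference | Probe or stimulus: IL-6 (33 ng/mL) | Timing: Compound 1 h, then IL-6 6 h at 37 °C | Detection: Luminescence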
STAT1 act: activators of IFN-gamma induced STAT1 signaling; NIH 3T3 STAT1-luciferase reporter, luminescence; 100% = IFN-gamma alone, no compound; 200,000 compounds, 2.6% hits; activation (% of control), % at 5.5 µM;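 active = activation above the screen-wide mean activation plus 3 SD, cut at about 130% in these data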;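 also: raw ratio to IFN-gamma control signal so 100% means no change and 0% no light; values of inactives mirror those of a sister screen read the other way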
Diaph inh CS: counter-screen for diaphorase-based assays: diaphorase inhibitors and chemical oxidizers. diaphorase resazurin-to-resorufin fluorescence, NADH, 16 min; bacterial (C. kluyveri) enzyme, not human. inhibition, % at 20 µM. 190,000 compounds, 0.69% hits. AID 1217;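 active = primary screen inhibition at 20 µM above a set limit, cut at about 50% in these data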;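 also: plate controls were DMSO with full reaction for no effect and wells lacking NADH for full effect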
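Detection: fluorescence of resorufin formed from resazurin, Ex 544/Em 590 nm; test system: Clostridium kluyveri diaphorase enzyme; amount: 0.14 U/mL diaphorase, enzyme working solution; times: 16-min room-temperature incubation before reading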
APP 5UTR inh: APP translation inhibition | SH-SY5Y APP 5'UTR-luciferase reporter, luminescence | inhibition, % at 2 µM | 190,000 compounds, 0.82% hits;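 active = inhibition above a set limit, derived from the sample mean plus 3 SD, cut at about 45% in these data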; also: values of inactives mirror those of a sister screen read the other way
Diaph act CS: counter-screen for diaphorase-based assays: diaphorase activators and chemical reducers | Diaphorase/resazurin coupled assay, resorufin fluorescence, 16 min; hits give high values; 1 = vehicle wells, 0 = NADH-free wells | activation factor at 20 µM | 190,000 compounds, 0.005% hits | AID 1229;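 active = diaphorase activity raised at least twofold by the compound at 20 µM; inactive = activation factor below 2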
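Material: Clostridium kluyveri diaphorase, purified enzyme; Quantity: enzyme 0.07 U/mL final; Medium: HEPES pH 7.4 buffer with MgCl2 and Tween 20; Dosing: single compound dose of 20 µM, 1% DMSO final; Schedule: 16 min reaction at room temperature; Measured by: red resorufin fluorescence at 544/590 nm excitation/emission.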
Hsp70 activator: Hsp70 transcriptional activation, primary screen | HeLa Hsp70 promoter luciferase reporter, luminescence; scaled: vehicle 0, proteasome-inhibitor control 100% | activation, % at 10 µM | 200,000 compounds, 0.04% hits;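 active = activation above the mean across all tested compounds plus 3 SD, cutoff set per campaign, cut at about 5.5% in these data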;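 also: 100% = MG132 at 30 µM as the positive control and 0% = DMSO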
TLR4 MyD88 comp: inhibitors of human TLR4-MyD88 binding; O00206+Q99836; HeLa CL3-4 TLR4/MyD88 BLA complementation, FRET ratio; inhibition, % at 8.4 µM; 200,000 compounds, 0.18% hits; AID 861; in the data active = inhibition above about 25%;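 also: 0% = vehicle and 100% = reference inhibitor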
Target sequence (O00206 whole entry, looked up): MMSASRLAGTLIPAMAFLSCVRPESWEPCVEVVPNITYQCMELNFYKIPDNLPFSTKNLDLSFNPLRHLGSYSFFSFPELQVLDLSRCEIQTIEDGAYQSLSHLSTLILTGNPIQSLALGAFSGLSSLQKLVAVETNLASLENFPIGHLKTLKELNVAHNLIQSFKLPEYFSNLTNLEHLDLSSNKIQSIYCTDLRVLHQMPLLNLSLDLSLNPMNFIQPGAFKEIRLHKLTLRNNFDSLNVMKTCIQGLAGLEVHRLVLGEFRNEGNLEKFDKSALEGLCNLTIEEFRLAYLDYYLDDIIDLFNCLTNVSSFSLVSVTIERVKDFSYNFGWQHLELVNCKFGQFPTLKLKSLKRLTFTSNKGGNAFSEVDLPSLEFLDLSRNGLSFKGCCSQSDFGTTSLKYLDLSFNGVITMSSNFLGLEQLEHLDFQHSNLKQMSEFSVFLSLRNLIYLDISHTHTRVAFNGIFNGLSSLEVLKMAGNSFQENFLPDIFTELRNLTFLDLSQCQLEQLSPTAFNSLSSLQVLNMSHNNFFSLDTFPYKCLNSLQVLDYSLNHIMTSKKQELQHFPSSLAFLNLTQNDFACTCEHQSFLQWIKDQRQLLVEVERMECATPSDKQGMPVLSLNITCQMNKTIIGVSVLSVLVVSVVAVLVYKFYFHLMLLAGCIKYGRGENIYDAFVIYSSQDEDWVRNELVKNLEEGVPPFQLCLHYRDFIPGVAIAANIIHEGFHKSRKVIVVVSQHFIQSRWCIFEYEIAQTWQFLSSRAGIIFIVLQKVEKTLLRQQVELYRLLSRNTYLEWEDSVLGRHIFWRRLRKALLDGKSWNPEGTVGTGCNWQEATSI
Target sequence (Q99836 whole entry, looked up): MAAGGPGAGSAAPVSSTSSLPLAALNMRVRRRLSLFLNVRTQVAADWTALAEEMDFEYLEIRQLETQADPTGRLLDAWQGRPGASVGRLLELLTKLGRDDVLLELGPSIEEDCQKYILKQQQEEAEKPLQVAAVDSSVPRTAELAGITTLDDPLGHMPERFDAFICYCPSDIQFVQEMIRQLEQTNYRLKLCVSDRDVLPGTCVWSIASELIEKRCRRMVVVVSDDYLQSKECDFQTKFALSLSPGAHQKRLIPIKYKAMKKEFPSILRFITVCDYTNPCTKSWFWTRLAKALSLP
STAT3 inh: STAT3 signaling inhibition; 190,000 compounds, 0.89% hits; U3A cells, IL-6 STAT3-luciferase reporter, luminescence; host cell line lacks STAT1; inhibition, % at 5.5 µM;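 active = inhibition above the mean inhibition across all screened compounds plus 3 SD, cut at about 44% in these data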;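 also: 0% = DMSO only wells and 100% = 100 µM nifuroxazide control wells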
An asterisk follows results filed as active; · = no result given.

Results follow in this order: G6PDH counter	STAT1 blocker	STAT3 act	STAT1 act	Diaph inh CS	APP 5UTR inh	Diaph act CS	Hsp70 activator	TLR4 MyD88 comp	STAT3 inh
> Cc1nc2ccccn2c1C(=O)NCc1cccnc1
 : 3	-6	103	105	13	4	0.9	-0.6	-5	0
> CCOC(=O)Cn1ncn(-c2ccc(OC(F)(F)F)cc2)c1=O
 : 14	-4	110	102	14	3	0.9	-0.4	-12	-7
> Cc1ccc2ccccc2c1NC(=O)Cn1nnc(-c2cccnc2)n1
 : 8	-5	96	103	·	-12	·	-0.3	5	7
> COc1cccc(C(=O)OCC(=O)NCCc2ccccc2)c1OC
 : 12	-8	106	108	2	4	1	-0.4	-8	-1
> Cc1cccc(N(CC(=O)NCc2ccco2)C(=O)CCC(=O)Nc2nccs2)c1
 : 5	3	99	96	9	3	0.9	-0.1	2	6
> C=CCn1c(COc2cccc3cccnc23)nnc1SCC(=O)O
 : -3	-1	103	101	12	-3	0.9	0.1	2	0
> O=C(NCCC1=CCCCC1)C(=O)NCC(c1ccco1)N1CCN(c2ccccc2F)CC1 (configuration not stated)
 : -16	3	95	97	8	17	0.9	-0.4	-5	4
> O=C(CSc1nnc(-c2ccccc2)n1-c1ccc(Cl)cc1)N/N=C/c1ccco1
 : -31	8	101	93	13	8	0.9	-0.3	-8	-2
> Cc1ccc(NC(=O)CCOc2ccccc2)cc1S(=O)(=O)Nc1ccccc1Cl
 : 8	1	103	99	22	8	0.8	-0.2	2	-5
> Cc1csc(SCC(=O)NCCc2ccc(Cl)cc2)n1
 : 0	-6	95	105	12	4	0.9	-0.3	6	6
> CCOc1ccccc1Nc1nc(-c2sc(NC(=O)c3cccc(Cl)c3)nc2C)cs1
 : 0	-14	105	113	12	-78	0.9	-0.1	-3	1
> O=C(Cn1c(C(=O)N2CCN(C3CCCC3)CC2)cc2sccc21)c1ccccc1
 : 5	0	99	100	6	-4	0.9	-0.2	-5	11
> c1ccc(Nc2cccc(Nc3ccccc3)c2)cc1
 : 7	-26	110	123	25	-31	0.7	0.0	-21	-14
> COc1ccc(NC(=O)c2cc(-c3cccnc3)nc3c(C)c(C)ccc23)c(OC)c1
 : -1	7	89	94	8	26	0.9	0.3	-14	19
> CC(=O)Oc1ccc2c(C)cc(=O)[nH]c2c1
 : 18	4	102	97	24	2	0.8	-0.3	2	3
> CCOC(=O)c1ccc(NC(=O)CN2CCc3ccccc3C2)cc1
 : 11	-1	104	102	13	-35	0.9	0.0	1	-1
> O=C(NNC(=S)Nc1ccc(Br)cc1Cl)c1ccco1
 : 14	-44	105	140*	13	-59	0.9	-0.2	6	-8
> COc1ccc(CCNC(=O)CCCn2c(=O)[nH]c3cc(OC)c(OC)cc3c2=O)cc1OC
 : 8	-2	96	102	1	0	1	-0.2	9	8
> COCc1cc(C)nc2sc(C(=O)OC)c(N)c12
 : -8	-2	87	102	9	-4	0.9	-0.2	4	18
> COc1ccc(-c2n[nH]c(C)c2-c2ccc(Cl)cc2)c(O)c1OC
 : -21	-7	95	106	18	9	0.8	-0.2	11	5

Fetched one by one from above, 6 records:
Results follow in this order: G6PDH counter	STAT1 blocker	STAT3 act	STAT1 act	Diaph inh CS	APP 5UTR inh	Diaph act CS	Hsp70 activator	TLR4 MyD88 comp	STAT3 inh
> COc1ccc(CCNC(=O)CCCn2c(=O)[nH]c3cc(OC)c(OC)cc3c2=O)cc1OC
 : 8	-2	96	102	1	0	1	-0.2	9	8
> Cc1nc2ccccn2c1C(=O)NCc1cccnc1
 : 3	-6	103	105	13	4	0.9	-0.6	-5	0
> CC(=O)Oc1ccc2c(C)cc(=O)[nH]c2c1
 : 18	4	102	97	24	2	0.8	-0.3	2	3
> Cc1csc(SCC(=O)NCCc2ccc(Cl)cc2)n1
 : 0	-6	95	105	12	4	0.9	-0.3	6	6
> COc1cccc(C(=O)OCC(=O)NCCc2ccccc2)c1OC
 : 12	-8	106	108	2	4	1	-0.4	-8	-1
> O=C(Cn1c(C(=O)N2CCN(C3CCCC3)CC2)cc2sccc21)c1ccccc1
 : 5	0	99	100	6	-4	0.9	-0.2	-5	11

Other records.
Results follow in this order: G6PDH counter	STAT1 blocker	STAT3 act	STAT1 act	Diaph inh CS	APP 5UTR inh	Diaph act CS	Hsp70 activator	TLR4 MyD88 comp	STAT3 inh
> Cc1ccc(N(C)C(=O)c2ccc3c(Cl)c4c(nc3c2)CCC4)cc1C
 : 17	-5	104	105	20	-28	0.8	0.2	-4	-5
> O=C(CSc1nnc(SCc2ccc(Cl)cc2)s1)N/N=C/c1c[nH]c2ccccc12
 : 6	2	105	98	25	16	0.8	0.3	-4	-6
> Cc1oc2c(c1C(=O)O)C(=O)c1ccccc1C2=O
 : 44	-3	117	103	7	-12	0.9	0.3	-25	-8
> N#CCCn1cc(C(=O)Nc2ccc([N+](=O)[O-])cc2)c(-c2cc3ccccc3o2)n1
 : -5	-8	77	106	9	22	0.9	-0.2	3	31
> CC(=O)NC(C)C(=O)OCC(=O)c1ccc(Cl)s1 (configuration not stated)
 : 3	-3	98	102	11	-2	0.9	-0.4	-6	6
> CSc1nccc(Oc2ccc(C#N)cc2)n1
 : 10	2	98	98	9	8	0.9	-0.5	4	3
> CCCS(=O)(=O)N1CCCC(C(=O)NCCc2ccc(Cl)cc2)C1 (configuration not stated)
 : 2	-2	99	102	5	·	0.9	-0.2	2	7
> COc1cc(C(=O)NCC(=O)N/N=C(C)\C=C\c2ccccc2)cc(OC)c1OC
 : 7	6	77	93	11	5	0.9	-0.3	1	31
> CN1CCN(C(=O)c2ccc(S(=O)(=O)c3ccc(Br)cc3)cc2)CC1
 : 6	4	96	96	19	10	0.8	-0.1	2	8
> COC(=O)NC1CCC(NC(=O)OC)CC1 (configuration not stated)
 : 5	-4	100	104	9	-3	0.9	-0.1	4	4
> CCOc1[nH]n(-c2ccccc2)c(=O)c1C=Nc1ccc(OC)cc1
 : -2	-3	83	102	19	5	0.8	-0.2	6	26
> Cc1ccc(CNc2ncnc3c2cnn3-c2ccccc2)cc1
 : 4	-8	106	107	-14	-2	1.1	-0.1	1	-3
> O=C(O)C1CC=CCC1C(=O)Nc1ccc(Oc2ccc(Cl)cc2)cc1 (configuration not stated)
 : 0	-13	102	111	5	0	0.9	-0.1	-17	2
> O=C(CN1CCCC1)Nc1cc(F)ccc1F
 : 4	-2	101	100	5	15	1	-0.5	7	1
> O=C(NCc1ccco1)c1cccc(C(F)(F)F)c1
 : 13	-2	108	101	10	-2	0.9	-0.1	-13	-8
> Cc1ccc(C)c(N(CC(=O)Nc2ccc(-c3nc4ccc(C)cc4s3)cc2)S(C)(=O)=O)c1
 : -13	-18	105	116	16	-48	0.8	-0.3	4	-8
> Cc1nc2ccc(NC(=O)COc3ccccc3[N+](=O)[O-])cc2s1
 : -6	-22	89	119	12	-50	0.9	-0.2	0	16
> O=c1c2ccccc2nc(-c2ccc(Cl)cc2)n1C1CCS(=O)(=O)C1 (configuration not stated)
 : ·	1	105	99	·	-6	·	-0.1	3	-3
> O=C(c1ccc2snnc2c1)N1CCOCC1
 : 6	-1	99	101	11	-24	0.9	0.0	-3	5
> CC1CC(C)CN(S(=O)(=O)c2ccc(C(=O)OCC(=O)NCCN3C(=O)CSC3=O)cc2)C1 (configuration not stated)
 : 3	3	97	96	0	-23	1	-0.1	-9	6
> COCCN1C(=O)C(O)=C(C(=O)c2ccco2)C1c1cccc(Oc2ccccc2)c1 (configuration not stated)
 : 10	2	95	98	26	-16	0.7	-0.3	-10	15
> COc1ccc(-c2nn(-c3ccccc3)cc2C(=O)OCC(=O)c2ccc(C)c([N+](=O)[O-])c2)cc1
 : -17	2	94	98	15	5	0.8	-0.1	-3	7
> Cc1onc(-c2ccccc2Cl)c1C(=O)NC(=S)NCC(=O)c1ccccc1
 : 9	-13	97	110	14	-10	0.9	-0.3	-9	9
> O=[N+]([O-])c1ccc(C(=S)N2CCN(Cc3ccccc3)CC2)cc1
 : 19	-6	95	105	17	0	0.8	-0.4	0	11
> CCN(CC)S(=O)(=O)c1ccc2oc(SCc3ccc(F)cc3)nc2c1
 : -11	2	92	99	5	1	1	-0.4	4	13
> CCN1CCN(S(=O)(=O)c2ccc3[nH]c(=O)oc3c2)CC1
 : 3	-4	100	104	8	24	0.9	-0.2	-4	9
> Cc1cnccc1NC(=O)c1cccs1
 : 9	-1	94	100	15	-11	0.9	-0.1	-11	18
> CN(C(=O)COC(=O)c1n[nH]c2ccccc12)C1CCS(=O)(=O)C1 (configuration not stated)
 : -6	-2	105	101	8	-15	0.9	-0.4	-9	-5
> CC1(C)Cc2[nH]c(=O)c(C#N)cc2CS1
 : 0	0	95	100	20	-2	0.8	0.2	-6	6
> Cc1nnc(SCC(=O)Nc2nc3ccccc3s2)n(N)c1=O
 : -16	2	98	98	5	13	0.9	-0.3	-1	1
> CCCN(CC1CC1)C(=O)COC(=O)c1ccc(CNS(=O)(=O)c2ccc(F)c(Cl)c2)cc1
 : 6	8	113	93	11	-4	0.9	-0.3	-8	-13
> COc1ccc(OC)c(C2C=C(C34CC5CC(CC(C5)C3)C4)NC(=S)N2)c1 (configuration not stated)
 : 12	3	106	98	23	13	0.8	-0.4	-9	-5
> O=C(NCCCn1ccnc1)C(=O)NC1CCCCC1
 : 10	0	97	98	9	-10	0.9	-0.1	1	6
> CCCCN(CC)CCNS(=O)(=O)c1ccc2c(c1)oc(=O)n2C
 : 4	-3	103	103	3	1	1	-0.1	8	3
> Cn1c(=O)c2c(nc(SCc3nn[nH]n3)n2Cc2ccccc2F)n(C)c1=O
 : 13	5	111	96	18	30	0.8	-0.3	-3	-10

3 structures from above, sorted by SMILES length, ascending:
Results follow in this order: G6PDH counter	STAT1 blocker	STAT3 act	STAT1 act	Diaph inh CS	APP 5UTR inh	Diaph act CS	Hsp70 activator	TLR4 MyD88 comp	STAT3 inh
> CCN(CC)S(=O)(=O)c1ccc2oc(SCc3ccc(F)cc3)nc2c1
 : -11	2	92	99	5	1	1	-0.4	4	13
> CN(C(=O)COC(=O)c1n[nH]c2ccccc12)C1CCS(=O)(=O)C1 (configuration not stated)
 : -6	-2	105	101	8	-15	0.9	-0.4	-9	-5
> COc1ccc(OC)c(C2C=C(C34CC5CC(CC(C5)C3)C4)NC(=S)N2)c1 (configuration not stated)
 : 12	3	106	98	23	13	0.8	-0.4	-9	-5
